# D1 potentiator: human D1 dopamine receptor positive modulation; 360,000 tested, 0.036% active; potentiation, % at 10 µM; HEK293 TREx D1 cells, calcium flux, dopamine EC20 potentiation; AID 504651; P21728; in the data active = potentiation above about 30%; also: 0% is about no effect
# TRHR agonist: activates the human TRH receptor | 360,000 tested, 0.18% active | TRHR cells, calcium flux fluo-8, FDSS agonist mode | activation, % at 2 µM | P34981 | AID 493084; in the data active = activation above about 30%; also: 0% is about no effect
# Target sequence (P34981 whole entry, looked up): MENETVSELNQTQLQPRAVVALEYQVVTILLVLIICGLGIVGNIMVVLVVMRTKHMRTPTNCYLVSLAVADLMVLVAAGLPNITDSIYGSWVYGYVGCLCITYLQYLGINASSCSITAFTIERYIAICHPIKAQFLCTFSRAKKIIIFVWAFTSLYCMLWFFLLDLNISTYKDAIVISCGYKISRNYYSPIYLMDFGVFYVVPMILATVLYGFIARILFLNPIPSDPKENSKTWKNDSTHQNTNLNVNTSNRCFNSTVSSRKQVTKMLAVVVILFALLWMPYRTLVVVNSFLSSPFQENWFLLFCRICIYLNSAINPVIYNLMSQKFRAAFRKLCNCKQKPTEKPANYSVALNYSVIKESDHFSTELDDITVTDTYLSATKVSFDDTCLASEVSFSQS
#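 TRHR-expressing cells, plated overnight in medium with 10% serum, were loaded with fluo-8 calcium dye at room temperature. After a 10 s baseline, library compound was pin-added and calcium release was recorded kinetically (ex 480/em 530) as agonist response.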
# RXFP1 ag: activates the human relaxin receptor RXFP1 | HEK293T-RXFP1 cAMP TR-FRET, 30 min; response scale: percent of porcine relaxin response, buffer zero | 370,000 tested, 0.3% active | Q9HBX9 | Potency, µM (doses to about 57.5 µM), for inactives: at the highest dose activation, usual class: activators; also: potency is read from the fitted curve at half-maximal effect; % is scaled to controls: 0 for no effect and ±100 for the full control effect; nearly all actives have a fitted effect of over 60% in size; many of its hits are not listed in these tables
#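 cAMP rise read by TR-FRET after 30 min, 37C compound exposure (up to 58 uM) in RXFP1-transfected HEK293 cells with Ro 20174 present. EC50 from Hill-equation fits, with 29 nM porcine relaxin as 100% and buffer as basal.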
# RXFP1 antag: RXFP1 (human) relaxin receptor antagonism | 350,000 tested, 0.59% active | activity change, negative = inhibition, % at 57.5 µM | Q9HBX9 | HEK293-RXFP1, relaxin-stimulated cAMP HTRF, 30 min; active compounds read low;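 active = activity change of -60% or lower, but not beyond a set lower limit; inconclusive = change between -60% and -40%, or beyond the set limit; inactive = change above -40%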; also: % is scaled to controls: 0 for no effect and ±100 for the full control effect
# TRHR PAM: allosterically enhances the human TRH receptor. enhancement, % at 2 µM. TRHR cells, fluo-8 calcium fluorescence, EC20 TRH enhancement. 360,000 tested, 0.66% active; in the data active = enhancement above about 30%; also: 0% is about no effect
#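 Enhancer read-out: after compound pinning and an initial kinetic agonist-mode read, an EC20 of TRH (10 nM final) was injected and fluo-8 calcium signal (Ex 480/Em 530) followed at 1 s/cycle for 100 cycles in TRHR-expressing cells.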
# D1 antagonist: human D1 dopamine receptor antagonism | activity change, negative = inhibition, % at 10 µM | AID 504652 | HEK293 TREx D1 cells, calcium flux, dopamine EC80; active compounds read low | P21728 | 360,000 tested, 3.2% active; in the data active = activity change below about -30%; also: % is scaled to controls: 0 for no effect and ±100 for the full control effect
#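 Cells carrying a force-coupled, tetracycline-inducible human D1 receptor report calcium flux. Each well gets a 10 s baseline, compound with 180 s monitoring, then an EC80 dopamine stimulus with a second 180 s kinetic read.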
# Apoferritin bind: binds horse apoferritin like a general anesthetic | AID 485281 | Potency, µM (series often up to 77.5 µM), for the others: at the top dose activity change, negative = displacement, actives largely listed as inhibitors | P02791 | 350,000 tested, 0.074% active | apoferritin/1-aminoanthracene competitive binding, fluorescence; also: potency is read from the fitted curve at half-maximal effect; % is scaled to controls: 0 for no effect and ±100 for the full control effect; nearly all actives have a fitted effect of over 20% in size
# Target sequence (P02791 2-175 limits assumed): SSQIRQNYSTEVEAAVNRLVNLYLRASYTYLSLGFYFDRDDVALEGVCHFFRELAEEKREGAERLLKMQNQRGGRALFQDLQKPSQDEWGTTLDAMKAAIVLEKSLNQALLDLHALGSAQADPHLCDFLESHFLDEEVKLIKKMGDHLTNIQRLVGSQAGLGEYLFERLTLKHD
#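 Horse-spleen apoferritin (10 uM) in 50% saturated 1-aminoanthracene in PBS was incubated 10 min at room temperature with compound. Fluorescence (ex 380, em 535 nm) was normalized to free and bound 1-AMA, with concentration-response fitted by a four-parameter Hill equation.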
# D2 PAM: positively modulates the human D2 dopamine receptor allosterically; P14416; potentiation, % at 10 µM; HEK293 T-REx D2, calcium flux, EC20 dopamine potentiation; 340,000 tested, 0.34% active; AID 485347;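 active = potentiation over 3 SD above the plate norm, cut at about 30% in these data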; also: 0% is about no effect
# Target sequence (P14416 whole entry, looked up): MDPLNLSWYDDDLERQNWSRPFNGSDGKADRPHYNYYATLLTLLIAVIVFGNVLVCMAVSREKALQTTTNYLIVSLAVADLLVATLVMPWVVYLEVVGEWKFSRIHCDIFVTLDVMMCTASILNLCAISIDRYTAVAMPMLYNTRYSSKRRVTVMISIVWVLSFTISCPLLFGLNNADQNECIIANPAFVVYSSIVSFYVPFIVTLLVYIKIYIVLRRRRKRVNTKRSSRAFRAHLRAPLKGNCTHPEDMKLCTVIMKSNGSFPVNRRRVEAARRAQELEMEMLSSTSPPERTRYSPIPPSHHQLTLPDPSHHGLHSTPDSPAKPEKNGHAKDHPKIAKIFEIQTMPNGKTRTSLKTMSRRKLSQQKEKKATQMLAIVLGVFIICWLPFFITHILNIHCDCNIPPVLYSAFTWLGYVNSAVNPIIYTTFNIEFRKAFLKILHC
#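 Primary screen. Calcium kinetics in induced HEK293 T-REx D2 cells: compound pre-addition 180 s, EC20 dopamine, 180 s more.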
# D1 ag: activates the human D1 dopamine receptor | P21728 | HEK293 T-REx D1 cells, calcium flux, agonist mode | activation, % at 2 µM | 360,000 tested, 1% active | AID 504660; in the data active = activation above about 30%; also: 0% is about no effect
#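 Tetracycline-induced HEK293 TREx D1 cells, force-coupled to calcium signalling, were dye-loaded with a no-wash calcium kit. Compound was pin-added after a 10 s baseline. Fluorescence was read kinetically at 1 cycle/s for 180 s, with calcium rises flagged as agonism.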
# Active calls of the source: *; u = inconclusive; x = not tested or not shown; & = joins results of further samples; [ ] = dose if it differs, or a comment. Unless noted, calls follow the shape of the dose curve; as a rule, active = well fitted curve in the direction sought with a large enough effect; inconclusive = small, poorly fitted or top-dose-only effect, or another doubt; inactive = no such curve, though single readings can be large; an effect the other way counts as inactive or inconclusive.
SMILES,D1 potentiator,TRHR agonist,RXFP1 ag,RXFP1 antag,TRHR PAM,D1 antagonist,Apoferritin bind,D2 PAM,D1 ag
CC(=O)c1ccc(N2CCN(CC(=O)Nc3cc(C)on3)CC2)cc1,-4,0.2,0.7%,-10,-1,1,-5%,-7,1
COc1ccc2[nH]c(CN3CCN(C(C)C)C(CCO)C3)c(C)c2c1 (stereo unspecified),2,0.1,0.4%,-6,17,22,-3%,-15,1
COc1ccc(-c2c(-c3ccc(OC)c(C)c3O)n[nH]c2C)cc1,-7,-0.9,-1.4%,-30,-3,6,-2%,4,6
COc1ccccc1OCC(O)CN1CCN(C(=O)c2ccccc2)CC1 (stereo unspecified),1,0.7,1.4%,-7,-3,-36*,-1%,-12,1
CCOC(=O)Nc1ccc2c(COC(=O)CNS(=O)(=O)c3cccc(Br)c3)cc(=O)oc2c1,-8,-1.3,19%,1,6,5,-11%,-2,-1
Cc1cc(NC(=O)CCCn2nc([N+](=O)[O-])cc2C)no1,-2,0.2,1.1%,-16,0,-5,-2%,0,2
O=C1c2ccccc2C(=O)N1CC(O)CNc1ccc(Br)cc1 (stereo unspecified),-5,1.3,-0.6%,x,6,-8,u,2,3
CCC(C(=O)N1CCN(c2ccccc2OC)CC1)c1ccccc1 (stereo unspecified),-4,0.4,0.2%,0,-1,17,-10%,-6,4
O=C(COC(=O)c1cccs1)NCCN1C(=O)CSC1=O,-4,0.9,0.0%,10,5,-25,-12%,16,0
COc1ccc(C(O)(C2CCCCC2)C(CN2CCCC2)c2ccccc2)cc1 (stereo unspecified),-1,2.0,4.2%,-24,-1,13,5%,-4,20
Cc1ccccc1OCC(=O)OCC(=O)Nc1ccc(N2CCOCC2)cc1,0,-0.4,-1.3%,8,3,-13,-11%,7,4
COc1ccc(NC(=O)CN2CCN(CC(=O)Nc3ccccc3OC)CC2)c(OC)c1,-3,-0.6,4.8%,8,8,-2,-6%,6,0
O=C(O)C(CCCCNS(=O)(=O)c1ccc(F)cc1)NS(=O)(=O)c1ccc(F)cc1 (stereo unspecified),1&-2,-0.6&0.0,-2.4%&-2.4%,1&5,4&-8,-3&10,-8%&0%,0&10,1&2
O=C(COc1ccc([N+](=O)[O-])cc1)Nc1ccc(S(=O)(=O)N2CCOCC2)cc1,-10,1.5,2.6%,-2,-3,8,-22%,x,14
CCCCOc1ccc(CN2C(=O)C(=O)c3cc(Br)cc(C)c32)cc1OC,-4,-0.9,0.1%,-71*,-17,-30*,u,22,0
Oc1ccc(-c2nc3ncccn3c2Nc2ccc3c(c2)OCCO3)cc1,2,-0.8,0.8%,4,-6,4,-2%,5,0
O=C1C2CCCN2C(=O)N1CCCCN1CCN(c2ccc(F)cc2)CC1 (stereo unspecified),-10,0.4,0.3%,1,7,-34*,-3%,-20,5
COC(=O)C(NC(=O)CCC(=O)NC(C(=O)OC)c1ccccc1)c1ccccc1 (stereo unspecified),0,0.1,-0.3%,x,29,-13,1%,x,2
CCc1ccc(N2C(=O)CC(Cn3nc(C)cc3C)C2=O)cc1 (stereo unspecified),6,0.0,1.3%,-1,3,13,-1%,12,1
CCc1ccc(N2C(=O)CC(N3CCN(Cc4ccc5c(c4)OCO5)CC3)C2=O)cc1 (stereo unspecified),-6,-0.2,0.1%,-1,4,-5,-3%,-9,10
CCOC(=O)c1ccc(NC(=O)c2oc(=O)c3ccccc3c2-c2ccccc2)cc1,0,1.1,2.4%,-12,20,-48*,-2%,1,5
O=C(CCNS(=O)(=O)c1ccccc1Cl)OCc1nnc(-c2ccccc2Cl)o1,5,-0.4,2.8%,8,2,-3,x,x,5
COC(=O)CCN1CCN(S(=O)(=O)c2ccc3c(c2)OCCO3)CC1,-2,0.3,-0.9%,-3,0,1,x,0,1
O=C(O)c1ccc(NC2=C/C(=N/S(=O)(=O)c3ccccc3)c3ccccc3C2=O)cc1,-3,-0.4,-3.8%,8,9,17,u,9,1
Cc1cc(C)nc(SCC(=O)N(C)CC(=O)Nc2ccccc2Br)n1,0,-0.1,0.7%,-1,6,3,x,-11,0
CCc1ccc(NC(=O)Cn2nnc(C(=O)NCCc3ccccc3)c2N)cc1,3,0.1,2.4%,x,3,10,-4%,8,2
CCCN1C(=O)/C(=C/c2c(N3CCNC(=O)C3CC(=O)OC)nc3c(C)cccn3c2=O)SC1=S (stereo unspecified),15,76*,u,x,17,-30*,-9%,-12,265*
CN(Cc1ccccn1)Cc1cn(Cc2ccccc2)nc1-c1ccc2c(c1)OCO2,0,-0.3,1.1%,-7,-5,-24,-5%,-3,5
CCC(Cc1ccccc1)NC(=O)C1CCN(S(=O)(=O)c2c(C)noc2C)CC1 (stereo unspecified),-1,-0.6,0.2%,2,6,7,-5%,7,-2
CCOC(=O)C1C(=O)CC(C)(O)C(C(=O)OCC)C1c1cccs1 (stereo unspecified),-3,0.6,2.4%,-10,6,-24,-12%,6,1
CCN(CC)c1ccc(NC(=O)CN2C(=O)CC(C)(C)S(=O)(=O)c3ccccc32)c(C)c1,6,-0.1,-1.0%,x,13,2,6%,4,2
Cc1ccc(-n2nc3c(c2NC(=O)c2ccc4c(c2)OCO4)CS(=O)(=O)C3)cc1,-5,-0.2,-0.2%,-7,3,-7,-5%,2,1
CCCCc1c(C)nc2ccccc2c1SCCC(=O)O,4,0.3,u,13,8,1,-2%,-1,1
CCn1c2ccccc2c2cc(NC(=O)CSc3nnc(-c4cccc(F)c4)o3)ccc21,-8,-0.6,4.0%,16,1,6,-21%,8,-1
COc1ccc(C(c2sc3nc(C)nn3c2O)N2CCCCC2)cc1 (stereo unspecified),-3,-0.3,-0.2%,4,5,-7,10%,7,0
Cc1ccc(NC(=O)Nc2ccc3c(c2)C(=O)OC3)cc1Cl,-6,0.3,-0.3%,7,16,2,1%,-9,1
Cc1ccsc1C(=O)C1CCCN(Cc2cccn2-c2ccc(Cl)cn2)C1 (stereo unspecified),-4,2.0,3.0%,-4,-6,16,u,-12,6
Fc1ccc(CNCc2cccc(Br)c2)cc1,-10,0.1,-0.8%,2,7,-6,-5%,-18,15
Cc1cc(=S)cc(C)n1CCCO,-7,1.0,2.4%,-14,-4,-30,-1%,-8,1
COc1ccc(NC(=O)c2cccc(S(=O)(=O)N(C)c3ccccc3)c2)cn1,3,-0.9,-0.5%,3,10,-3,1%,-19,2
CCOc1ccc2c(c1)c(=O)c(C(=O)c1ccc(CC)cc1)cn2CC(=O)Nc1ccccc1C,-3,1.0,9.3%,x,-4,-2,-6%,-23,2
CN(C)C(=O)N1CCC(C(=O)N2CCCC(C(=O)c3ccc(C(C)(C)C)cc3)C2)CC1 (stereo unspecified),4,-1.6,-0.8%,22,3,2,-10%,6,1
CC(Sc1nc2c(c(=O)[nH]1)CCCC2)C(=O)Nc1ccccc1C#N (stereo unspecified),x,-1.8,-2.9%,-31,-7,5,-11%,2,11
Cc1ccc2scc(N3CCC(C)CC3)c(=O)c2c1,4,-0.1,-1.7%,-4,3,5,47%[activator],18,3
Cc1cc(Nc2ccccc2C(=O)O)n(-c2ccc([N+](=O)[O-])cc2)n1,-4,-0.5,4.6%,-5,7,-17,-3%,0,3
O=c1c(-c2ccccc2)coc2c(CN3CCCCC3)c(O)ccc12,1,0.1,5.0%,1,8,8,-8%,-2,3
Nc1ccccc1C(=O)N=Nc1[nH]c(N)c2ccccc12,2,-0.2,0.1%,2,2,15,6%,6,2
CCOC(=O)c1c(C)c(-c2ccccc2)n(CC(=O)NC2CCCCCC2)c1C,-5,0.1,1.7%,x,-3,9,-2%,x,1
CCOC(=O)Cc1nnc2c(Nc3ccccc3F)nc3nonc3n12,-4,1.5,-1.8%,-7,1,-19,-11%,x,17
Cc1cc(C)c(NC(=O)COC(=O)COc2ccc3c(C)cc(=O)oc3c2)c(Cl)c1,0,-1.1,2.1%,-2,5,9,x,19,3
COc1cccc(N2CCN(S(=O)(=O)c3cccc4nsnc34)CC2)c1,14,-0.1,-1.0%,8,2,0,-17%,-2,-3
O=C(Cc1ccccc1)Nc1ccc(N2CCOCC2)cc1N1CCOCC1,-5,-0.4,-1.9%,5,4,17,-9%,7,2

# In the list so far, these have an aryl methoxy group:
SMILES,D1 potentiator,TRHR agonist,RXFP1 ag,RXFP1 antag,TRHR PAM,D1 antagonist,Apoferritin bind,D2 PAM,D1 ag
COc1ccc2[nH]c(CN3CCN(C(C)C)C(CCO)C3)c(C)c2c1 (stereo unspecified),2,0.1,0.4%,-6,17,22,-3%,-15,1
COc1ccc(-c2c(-c3ccc(OC)c(C)c3O)n[nH]c2C)cc1,-7,-0.9,-1.4%,-30,-3,6,-2%,4,6
COc1ccccc1OCC(O)CN1CCN(C(=O)c2ccccc2)CC1 (stereo unspecified),1,0.7,1.4%,-7,-3,-36*,-1%,-12,1
CCC(C(=O)N1CCN(c2ccccc2OC)CC1)c1ccccc1 (stereo unspecified),-4,0.4,0.2%,0,-1,17,-10%,-6,4
COc1ccc(C(O)(C2CCCCC2)C(CN2CCCC2)c2ccccc2)cc1 (stereo unspecified),-1,2.0,4.2%,-24,-1,13,5%,-4,20
COc1ccc(NC(=O)CN2CCN(CC(=O)Nc3ccccc3OC)CC2)c(OC)c1,-3,-0.6,4.8%,8,8,-2,-6%,6,0
CCCCOc1ccc(CN2C(=O)C(=O)c3cc(Br)cc(C)c32)cc1OC,-4,-0.9,0.1%,-71*,-17,-30*,u,22,0
COc1ccc(C(c2sc3nc(C)nn3c2O)N2CCCCC2)cc1 (stereo unspecified),-3,-0.3,-0.2%,4,5,-7,10%,7,0
COc1ccc(NC(=O)c2cccc(S(=O)(=O)N(C)c3ccccc3)c2)cn1,3,-0.9,-0.5%,3,10,-3,1%,-19,2
COc1cccc(N2CCN(S(=O)(=O)c3cccc4nsnc34)CC2)c1,14,-0.1,-1.0%,8,2,0,-17%,-2,-3

# This is a subset (hit frequency here may not be typical).
